# GPR151 ag: activators of human GPR151; activation, % at 11.2 µM; PathHunter beta-arrestin GPR151 cells, luminescence; 650,000 compounds, 1% hits; Q8TDV0; in the data active means activation above about 4.9%;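 further: 0% = median of compound wells and 100% = cells with positive control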
# Target sequence (Q8TDV0 whole entry, looked up): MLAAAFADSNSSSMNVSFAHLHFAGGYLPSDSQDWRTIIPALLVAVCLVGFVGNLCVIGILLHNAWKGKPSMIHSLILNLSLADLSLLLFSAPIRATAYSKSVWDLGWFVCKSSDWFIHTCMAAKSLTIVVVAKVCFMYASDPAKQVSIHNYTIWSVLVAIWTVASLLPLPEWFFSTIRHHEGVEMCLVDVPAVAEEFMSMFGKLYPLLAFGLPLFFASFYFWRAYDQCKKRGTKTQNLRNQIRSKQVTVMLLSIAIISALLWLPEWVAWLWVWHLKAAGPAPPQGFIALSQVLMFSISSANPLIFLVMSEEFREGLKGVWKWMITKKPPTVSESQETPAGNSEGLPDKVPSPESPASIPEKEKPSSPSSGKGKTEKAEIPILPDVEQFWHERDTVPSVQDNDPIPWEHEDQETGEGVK
# TEAD-YAP block: TEAD-YAP interaction inhibition; HEK-TIYL cells, TEAD-Gal4/YAP UAS-luciferase luminescence; 640,000 compounds, 1.4% hits; AID 1259422; inhibition, % at 9.12 µM; in the data active means inhibition above about 32%;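 further: 0% = median of test compound wells and 100% = reference inhibitor wells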
# MITF inh: blocks human microphthalmia-associated transcription factor; inhibition, % at 2.6 µM; AID 1259374; 650,000 compounds, 0.91% hits; AlphaScreen MITF homodimerization, bead proximity signal; in the data active means inhibition above about 50%;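 further: 0% = vehicle wells with protein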
# Target sequence (O75030 whole entry, looked up): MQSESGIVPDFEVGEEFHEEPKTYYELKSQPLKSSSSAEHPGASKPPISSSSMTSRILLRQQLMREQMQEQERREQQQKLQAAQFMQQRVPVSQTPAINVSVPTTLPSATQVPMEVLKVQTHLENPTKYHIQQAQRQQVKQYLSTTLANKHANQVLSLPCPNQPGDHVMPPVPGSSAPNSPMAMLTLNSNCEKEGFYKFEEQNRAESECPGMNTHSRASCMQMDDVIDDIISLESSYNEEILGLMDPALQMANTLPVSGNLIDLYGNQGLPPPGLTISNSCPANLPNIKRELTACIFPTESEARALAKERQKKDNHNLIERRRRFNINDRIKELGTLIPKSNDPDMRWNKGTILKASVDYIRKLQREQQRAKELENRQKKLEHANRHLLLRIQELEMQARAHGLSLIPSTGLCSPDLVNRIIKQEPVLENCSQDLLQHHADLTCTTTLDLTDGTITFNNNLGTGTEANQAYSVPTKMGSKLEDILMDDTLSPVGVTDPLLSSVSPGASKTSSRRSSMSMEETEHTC
# FBW7 act: human FBW7 E3 ligase activation, primary screen; Q969H0; 650,000 compounds, 0.13% hits; normalized activity (activation), % at 26.1 µM; AlphaScreen FBW7–phospho-cyclin E peptide binding, activator screen; AID 1259310; in the data active means normalized activity above about 1.9%;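 further: purified mutant Fbw7 with reduced substrate affinity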
# * = called active by the depositor; nt = no result given.
entry	SMILES	GPR151 ag	TEAD-YAP block
1	CC1C(=O)Nc2ccc(S(=O)(=O)Nc3ccc(OC(F)(F)F)cc3)cc2NC1=O (centres undefined)	0.0	10
2	COC(=O)/C(=C\C=C\N1CCOCC1)C(C)=O	0.6	-8
3	O=Cc1ccc(-c2ccc(C(=O)O)c(Cl)c2)o1	-0.2	10
4	Cc1ccc(CNC(=O)c2cc(Sc3ccc(Cl)cc3)nc3ccccc23)cc1	1.1	-8
5	COc1ccc(I)cc1C1C(C#N)=C(N)OC(C)=C1C(C)=O (centres undefined)	-0.8	4
6	COc1ccc(/C=N/NC(=O)C(=O)NC(C)(C)C)c(OC)c1	0.3	7
7	COc1ccccc1-c1noc(-c2cccs2)n1	0.3	-69
8	COc1ccc2c(Cl)c(C(=O)Nc3ccc(S(N)(=O)=O)cc3)sc2c1Cl	2.1	7
9	Cc1cccc(C2c3[nH]c4ccccc4c3CCN2C(=O)c2nn(C)c(=O)c3ccccc23)n1 (centres undefined)	-0.1	-5
10	O=C(NCC1CCCN(C/C=C/c2ccco2)C1)c1n[nH]c2ccccc12 (centres undefined)	0.6	-4
11	COc1ccc(CCn2c(-c3ccccc3)cn3c4c(=O)n(C)c(=O)n(C)c4nc23)cc1	-0.2	6
12	CCOC(=O)Nc1cccc(NC(=O)OCC)c1	3.1	-2

entry	MITF inh	FBW7 act
1	9	0.1
2	10	0.2
3	3	0.0
4	-2	-0.1
5	8	0.2
6	0	-0.1
7	-22	0.1
8	-1	0.1
9	0	0.1
10	-1	-0.1
11	4	0.2
12	1	0.2

# Ordered by heavy-atom count (falling): five of the compounds above
entry	SMILES	GPR151 ag	TEAD-YAP block
11	COc1ccc(CCn2c(-c3ccccc3)cn3c4c(=O)n(C)c(=O)n(C)c4nc23)cc1	-0.2	6
10	O=C(NCC1CCCN(C/C=C/c2ccco2)C1)c1n[nH]c2ccccc12 (centres undefined)	0.6	-4
8	COc1ccc2c(Cl)c(C(=O)Nc3ccc(S(N)(=O)=O)cc3)sc2c1Cl	2.1	7
7	COc1ccccc1-c1noc(-c2cccs2)n1	0.3	-69
3	O=Cc1ccc(-c2ccc(C(=O)O)c(Cl)c2)o1	-0.2	10

entry	MITF inh	FBW7 act
11	4	0.2
10	-1	-0.1
8	-1	0.1
7	-22	0.1
3	3	0.0

# (further entries)
entry	SMILES	GPR151 ag	TEAD-YAP block
13	O=C(Oc1cccc(C2Sc3ccccc3NC3=C2C(=O)c2ccccc23)c1)c1ccccc1F (centres undefined)	0.2	0
14	NC(=O)C1CCN(C(=O)c2ccc3c(c2)nc(SCC(=O)c2ccc(Br)cc2)n2c4ccccc4nc32)CC1	2.0	7
15	Cc1ccc(Oc2cc([N+](=O)[O-])cc3c2C(=O)Nc2ccccc2O3)cc1	0.1	2
16	O=c1c2sccc2nc(SCc2ccccc2F)n1-c1ccccc1	0.4	-2
17	COc1ccc(/C=C(/C#N)C(=O)Nc2ccc(C)cc2C)cc1C(=O)O	1.1	5
18	Cc1nc(N(C)CCC#N)c2c3c(sc2n1)CC(C)CC3 (centres undefined)	-0.3	-5
19	CCn1c(CNc2nc(-c3ccccc3)cs2)nnc1SCC(=O)NC1CCCC1	1.1	-6
20	COC(=O)c1ccc2c(=O)n(CCCN3CCOCC3)c(=S)[nH]c2c1	-0.2	17
21	CC(NS(=O)(=O)c1ccc(OCC(=O)NCc2ccco2)c(Cl)c1)c1ccccc1 (centres undefined)	-0.9	6
22	COc1ccc(C(=O)N2CC=C(c3ccccc3)CC2)cc1OC1CCN(C(C)=O)CC1	-0.1	7
23	Cc1nn(-c2cc(Cl)ccc2[N+](=O)[O-])c(=O)c2ccccc12	-0.3	7
24	O=C(N/N=C/c1csc([N+](=O)[O-])c1)c1cc2ccccc2cc1O	2.7	-29

entry	MITF inh	FBW7 act
13	-2	-0.3
14	24	0.1
15	6	0.3
16	0	-0.1
17	-12	-0.3
18	-11	-0.4
19	9	0.1
20	1	0.1
21	8	0.1
22	-7	-0.2
23	4	0.0
24	14	0.2

# Quoted from the listing.
# Cc1nn(-c2cc(Cl)ccc2[N+](=O)[O-])c(=O)c2ccccc12 – MITF inh: 4
# O=Cc1ccc(-c2ccc(C(=O)O)c(Cl)c2)o1 – GPR151 ag: -0.2
# COC(=O)c1ccc2c(=O)n(CCCN3CCOCC3)c(=S)[nH]c2c1 – GPR151 ag: -0.2
# Cc1ccc(Oc2cc([N+](=O)[O-])cc3c2C(=O)Nc2ccccc2O3)cc1 – TEAD-YAP block: 2
# COc1ccc(/C=N/NC(=O)C(=O)NC(C)(C)C)c(OC)c1 – FBW7 act: -0.1

# (further entries)
entry	SMILES	GPR151 ag	TEAD-YAP block
25	c1ccc(Oc2ccc(Nc3nc(-c4csc5ccccc45)nc4nc[nH]c34)cc2)cc1	-0.2	-4
26	Cc1ccc(OCCCN2CCNCC2)c(Br)c1	-1.2	-17
27	COc1ccc(NC(=O)CSc2nc3c(c(=O)n2-c2ccc(Br)cc2)SCC3)cc1	0.4	-7
28	Cc1cc(C)c(C)c(OCC(O)CN(C)S(=O)(=O)O)c1 (centres undefined)	0.8	2
29	CCOc1ccccc1CN1CCN(Cc2ccc(C#CCCO)cc2)CC1CCO (centres undefined)	0.3	-5
30	COc1ccccc1NC(=O)/C=N/OCc1nc2sc(C)c(C)c2c(=O)[nH]1	2.0	-1
31	Cc1ccc2c(c1)c(=O)c1ccccc1n2CC(=O)Nc1ccccc1Cl	1.7	9
32	O=C(NCC1CCCO1)C1CCN(S(=O)(=O)c2cccc3cccnc23)CC1 (centres undefined)	0.4	11
33	O=[N+]([O-])c1ccc(N2CCOCC2)c(S(=O)(=O)N2CCOCC2)c1	0.8	3
34	CC(C)(C)n1nc2c(c1NC(=O)c1cccc(C(F)(F)F)c1)CS(=O)(=O)C2	1.7	-4
35	CCOC(=O)CNC(=O)OC1C(=O)c2cc(OC)ccc2O[C@H]1c1cccc(OC)c1 (some centres undefined)	-0.9	nt
36	COc1ccc(N=C(NNC(=O)Nc2ccccc2)C(F)(F)F)cc1	1.5	-16

entry	MITF inh	FBW7 act
25	18	0.1
26	69*	-0.3
27	2	0.3
28	3	0.8
29	3	0.0
30	-2	0.3
31	4	0.0
32	-1	-0.1
33	12	0.0
34	7	0.0
35	22	0.1
36	6	0.0

# Additional records
entry	SMILES	GPR151 ag	TEAD-YAP block
37	COC(=O)c1sc(NC(=O)c2c(-c3ccccc3)noc2C)c(C(=O)OC)c1C	-0.8	18
38	CC(=O)CC(=O)Nc1ccc(Br)cc1	2.2	2
39	CCCn1nnc(NC(=O)c2cccc(OCC)c2)n1	0.8	-52
40	COc1cccc(-c2noc(C3CCCN(C(=O)Nc4cccc(F)c4)C3)n2)c1 (centres undefined)	-0.2	-37
41	O=C(c1cccs1)n1nc(-c2ccco2)nc1NCc1cccs1	3.0	-9
42	CN1CCC(N2CCC3(C=Cc4ccccc43)CC2)CCC1=O (centres undefined)	-1.1	6
43	O=C1C2C3c4ccccc4C([N+](=O)[O-])(c4ccccc43)C2C(=O)N1CCCO (centres undefined)	0.9	8
44	Cn1c(=O)c2sccc2n2c(CCCC(=O)NCC3CCCO3)nnc12 (centres undefined)	1.4	3
45	CCOC(=O)Cc1c(C)nc2cc(-c3ccc(C)cc3)[nH]n2c1=O	-1.4	-18
46	Cc1cnc(N2CCc3ccccc3C2)nc1NCCN(C(C)C)C(C)C	1.1	5
47	N#Cc1ccc(OCC(=O)Nc2nncs2)cc1	-0.4	-12
48	CCN1CCc2c(OC)cccc2C1=O	1.8	11

entry	MITF inh	FBW7 act
37	3	0.1
38	4	-0.1
39	12	0.0
40	7	0.0
41	-2	-0.2
42	-3	-0.1
43	13	0.4
44	5	0.1
45	3	0.0
46	1	0.2
47	-6	-0.2
48	4	-0.1

# Additional compounds
entry	SMILES	GPR151 ag	TEAD-YAP block
49	CCn1c(SCC(=O)Nc2ccc(NC(=O)c3ccco3)cc2)nnc1-c1cccnc1	1.4	-3
50	COc1cccc(C2C=C(c3ccc(Br)s3)Nc3ncnn32)c1OC (centres undefined)	-0.4	7
51	CCN1CCN(S(=O)(=O)c2c(Cl)cccc2Cl)CC1	3.8	4
52	CCOc1cc(C2C3=C(CCCC3=O)N(CC)C3=C2C(=O)CCC3)cc(Cl)c1O	1.2	1
53	CCn1c(=NC(=O)C2CC2)sc2cc(Cl)ccc21	0.8	-19
54	O=c1[nH]c2ccc(Cl)cc2c(=O)n1Cc1ccccc1	-0.6	6
55	COc1cccc2cc(CC(=O)c3ccc(F)cc3)c(=O)oc12	0.2	-68
56	Cc1ccc(C(=O)NC(=S)NCC2CCCO2)cc1 (centres undefined)	1.5	-49
57	Cc1ccc(-c2nnc(Nc3cccc(Br)c3)c3ccccc23)cc1S(=O)(=O)N1CCOCC1	-1.4	-4
58	COC(=O)c1ccc(NC(=O)CSc2nc3ccc(NC(=O)CSc4nc5ccccc5s4)cc3s2)cc1	1.2	6
59	CC1(C)OC(=O)/C(=C\Nc2cccc(O)c2)c2c1ccc1ccc(=O)oc21	-0.4	1
60	Cc1cc2c(cc1S(=O)(=O)Nc1ccc(Cl)cc1)OCCN2C	3.7	2

entry	MITF inh	FBW7 act
49	-4	0.1
50	8	0.0
51	15	-0.1
52	3	0.1
53	7	0.3
54	-6	-0.2
55	-2	0.3
56	1	-0.2
57	0	-0.2
58	9	0.0
59	6	0.1
60	6	-0.2

# The listing continues:
entry	SMILES	GPR151 ag	TEAD-YAP block
61	Cc1ccccc1N/N=C/c1c(C)nc2scc(C)n12	1.2	5
62	O=C1CC(N2CCC(c3nc4ccccc4s3)CC2)C(=O)N1 (centres undefined)	-0.6	0
63	Cc1ccc(-c2nn3c(=O)c4ccccc4nc3c3ccccc23)cc1C	-0.4	16
64	COC(=O)C1=C(N)N(c2ccc(C)cc2)C2=C(C(=O)CCC2)C1c1ccc(OC)cc1 (centres undefined)	-0.1	14
65	O=C(NCCC1=CCCCC1)c1ccc(NCC2CCCO2)c([N+](=O)[O-])c1 (centres undefined)	1.5	-38
66	Cc1cccn2c(CN(C)Cc3nccs3)c(C(=O)N(C)CCc3ccccc3)nc12	-0.6	-6
67	COCC(=O)NCCSc1c(-c2ccc(C)cc2)[nH]c2ccccc12	0.6	-9
68	CCOC(=O)c1c(C)oc2c(Br)cc(NS(=O)(=O)c3ccc(Cl)cc3)cc12	-0.3	4
69	O=C(Nc1nnc(-c2ccc(F)cc2)o1)c1ccc(Cl)cc1	0.1	9
70	CC1=NN(C(=O)CSCc2ccccc2)C(O)(c2ccc(Cl)cc2)C1 (centres undefined)	-0.8	-5
71	COc1ccc2oc(=Nc3ccc(C(F)(F)F)cc3)c(C(=O)Nc3ccccc3)cc2c1	-0.6	-25
72	Cn1c(NC(=O)c2cc(Br)ccc2Cl)cc(=O)n(C)c1=O	-0.9	9

entry	MITF inh	FBW7 act
61	6	0.0
62	20	0.1
63	3	0.1
64	2	0.2
65	-11	-0.1
66	-12	0.0
67	-20	0.0
68	1	-0.1
69	-14	-0.1
70	-12	0.4
71	-1	0.2
72	4	0.1

# More records follow:
entry	SMILES	GPR151 ag	TEAD-YAP block
73	COc1ccc(C2(C(=O)Nc3ccccc3OC)CCOCC2)cc1	0.1	-2
74	O=C(NC1CCCC1)c1cc(Cl)ccc1[N+](=O)[O-]	0.1	15
75	CCOC(=O)Nc1ccc(S(=O)(=O)Nc2ccc(C)cc2)cc1	1.4	10
76	C=CCn1c(=NC(=O)CC)sc2cc(OCC)ccc21	1.9	-8
77	CC(C)CNS(=O)(=O)c1ccc(S(=O)(=O)N2CCCC(c3ccccc3)C2)cc1 (centres undefined)	0.8	-5
78	Cc1c(-c2ccc(Cl)cc2Cl)nc2ccccc2c1C(=O)Nc1ccc(N(C)C)cc1	1.1	-1
79	O=C(Oc1ccc(N2C(=O)c3ccccc3C2=O)cc1)c1ccccc1[N+](=O)[O-]	0.9	-4
80	Cc1nc(N2CCC(C(N)=O)CC2)c2c(-c3cccs3)csc2n1	5.4*	0

entry	MITF inh	FBW7 act
73	-1	-0.1
74	9	0.0
75	0	-0.1
76	-10	0.1
77	1	-0.1
78	11	-0.4
79	-7	0.0
80	9	0.1

# Whole records, quoted from the list. Screens in order: GPR151 ag, TEAD-YAP block, MITF inh, FBW7 act
# O=C(NC1CCCC1)c1cc(Cl)ccc1[N+](=O)[O-] is listed with 0.1, 15, 9, 0.0
# O=C(Oc1ccc(N2C(=O)c3ccccc3C2=O)cc1)c1ccccc1[N+](=O)[O-] is listed with 0.9, -4, -7, 0.0
# CC(C)CNS(=O)(=O)c1ccc(S(=O)(=O)N2CCCC(c3ccccc3)C2)cc1 (centres undefined) is listed with 0.8, -5, 1, -0.1

# Screening data: PubChem BioAssay, The Scripps Research Institute Molecular Screening Center
